# MsrA act – bovine methionine sulfoxide reductase A activation | purified bovine MsrA, absorbance read-out | activation, % at 10.6 µM | 360,000 tested, 0.3% active | AID 602163; in the data active = activation above about 7.5%;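 note: 0% = vehicle and 100% = reference activator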
# MT1-MMP act inh – MT1-MMP (human) activation inhibition. P50281. HT1080 RFP-PRO-GFP cells, GFP/RFP ratio fluorescence, overnight; percent of plate control window, DMSO zero. GFP/RFP ratio change, % at 20 µM. 360,000 tested, 0.061% active. AID 651647;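 active = GFP/RFP ratio change of at least 30% with cell ATP level not reduced by more than half and red fluorescence within 50% of control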; note: strong numbers were not always called active
#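 system = RFP-PRO-GFP reporter HT1080 cells | dosing = 20 µM single dose, 1% DMSO | timing = overnight cell settling, then overnight compound exposure, 37 °C, 5% CO2 | read-out basis = GFP/RFP fluorescence ratio | controls = DMSO and RFP-L50D-GFP cell wells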
# E coli Lon inh – inhibitors of E. coli Lon protease; AID 602123; purified E. coli Lon protease, fluorescence polarization; inhibition, % at 7.94 µM; P0A9M0; 360,000 tested, 0.42% active; in the data active = inhibition above about 13%, passing the limit was not always enough;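 note: 0% = enzyme with probe and DMSO and 100% = no enzyme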
# SKN-1 inh – C. elegans SKN-1 inhibition | C. elegans VP596 Pgst-4::GFP/RFP ratio, acrylamide-induced, 24 h | 360,000 tested, 0.49% active | inhibition, % at 21.8 µM;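 active = interference check ratio from 0.5 to 1.5 plus GFP to RFP signal ratio inhibition reaching or exceeding a fixed threshold, cut at about 30% in these data, passing the limit was not always enough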; note: some compounds called inactive have numbers as strong as hits
# FAS-TE inh – FAS thioesterase (human) inhibition. 360,000 tested, 0.67% active. AID 602261. recombinant FAS-TE, OMFH fluorogenic substrate, fluorescence endpoint. P49327. inhibition, % at 15 µM;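 active = compounds whose normalised, plate-corrected inhibition of enzyme fluorescence in the single-dose primary screen is 50% or more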;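 note: 0% = DMSO with enzyme and 100% = substrate without enzyme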
# Rin1-Abl PPI inh – inhibitors of human Rin1-Abl protein interaction. P00519+Q13671. TR-FRET Rin1/Abl binding, biochemical. inhibition, % at 7.35 µM. 360,000 tested, 0.4% active. AID 588664; in the data active = inhibition above about 5%, passing the limit was not always enough
# Neddylation inh – inhibitors of human cullin neddylation. calls only at 25 µM. P61081+Q13564. 360,000 tested, 0.58% active. TR-FRET cullin neddylation, biochemical; in the data active = inhibition above about 36%
# Target sequence (P61081 whole entry, looked up): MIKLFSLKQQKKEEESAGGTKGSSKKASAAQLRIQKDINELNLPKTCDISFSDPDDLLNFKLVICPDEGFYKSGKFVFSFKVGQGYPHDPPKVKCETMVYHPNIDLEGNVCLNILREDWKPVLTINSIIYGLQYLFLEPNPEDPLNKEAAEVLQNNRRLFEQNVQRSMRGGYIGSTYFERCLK
# Target sequence (Q13564 whole entry, looked up): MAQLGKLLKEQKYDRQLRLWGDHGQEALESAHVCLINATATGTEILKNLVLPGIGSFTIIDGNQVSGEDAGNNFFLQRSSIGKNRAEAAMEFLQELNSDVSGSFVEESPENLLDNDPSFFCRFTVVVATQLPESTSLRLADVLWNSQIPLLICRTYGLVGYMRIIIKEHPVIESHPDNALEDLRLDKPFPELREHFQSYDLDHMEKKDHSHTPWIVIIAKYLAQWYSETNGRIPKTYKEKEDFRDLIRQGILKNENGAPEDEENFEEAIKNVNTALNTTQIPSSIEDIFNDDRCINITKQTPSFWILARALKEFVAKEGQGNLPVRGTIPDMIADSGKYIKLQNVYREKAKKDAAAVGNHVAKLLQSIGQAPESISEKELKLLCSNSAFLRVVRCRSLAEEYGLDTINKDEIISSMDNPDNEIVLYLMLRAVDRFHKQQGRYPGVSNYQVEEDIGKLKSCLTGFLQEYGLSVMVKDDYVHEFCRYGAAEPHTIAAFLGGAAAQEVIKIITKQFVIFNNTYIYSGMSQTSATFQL
# NRP1-CendR mod – NRP-1/CendR interaction modulation. O14786. FAM-RPARPAR peptide binding to NRP-1, fluorescence polarization. inhibition, % at 25 µM. 360,000 tested, 0.85% active;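 active = inhibition or corrected inhibition above about 18%, plus a signal ratio from 0.5 to 1.5, limit read from the data, passing the limit was not always enough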; note: strong numbers were not always called active
# PABP1 MLLE inh – inhibitors of microRNA-mediated deadenylation, human PABP1 MLLE binding. AID 588489. GST-MLLE / FITC-PAM2 fluorescence polarization. 360,000 tested, 0.36% active. inhibition, % at 20 µM; in the data active = inhibition above about 35%, passing the limit was not always enough;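 note: plate controls were DMSO wells with GST-MLLE for no effect and wells lacking GST-MLLE protein for full effect; some results filed as inactive read as strong as hits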
# * marks the source's active call; other numbers are inactive results; i = inactive; / = no result given.
SMILES,MsrA act,MT1-MMP act inh,E coli Lon inh,SKN-1 inh,FAS-TE inh,Rin1-Abl PPI inh,Neddylation inh,NRP1-CendR mod,PABP1 MLLE inh
COc1cc(/C=N/NC(=O)CCc2c(C)n[nH]c2C)ccc1O,-11,0,-8,-3,-4,0,i,-1,-3
CC1CCc2c(cnc3ncnn23)C1 (configuration not stated),-1,-4,3,-5,-2,0,i,0,-4
CN(Cc1ccon1)C(=O)CC1C(=O)NCCN1Cc1ccc(Cl)c(F)c1 (configuration not stated),-3,-3,8,6,2,-1,i,-5,6
O=C(c1ccccc1Cc1ccccc1)N1CCN(S(=O)(=O)c2ccc(F)cc2)CC1,-11,-2,-3,9,0,1,i,4,12
CCOc1c(S(=O)(=O)N2CCCC2)ccc(Cl)c1Cl,-1,-2,1,12,8,4,i,-2,5
CC(C)(C)c1ccc(C(=O)NC(=S)Nc2sc3c(c2C#N)CCC3)cc1,-3,5,-15,4,-1,3,i,-15,4
COc1ccc(N(CCCN2C(=O)c3cccc4cccc(c34)C2=O)C(=O)c2cccc(OC)c2)cc1,2,-2,14,9,22,-4,i,-9,-1
O=C(CSc1ccc(F)cc1)Nc1ccc2c(c1)C(=O)NC2=O,-8,1,6,-7,-4,0,i,7,5
CCC(C)CN1CCC(CO)(Cc2ccccc2Cl)CC1 (configuration not stated),-4,0,-3,2,-1,2,i,-5,6
Cc1ccc(-c2cc(C(=O)N3CCCCCC3)no2)cc1,0,5,-6,16,6,-1,i,14,3
CSc1ccc(CN2CCC2(C)C(=O)NCc2cccc(C(F)(F)F)c2)cc1 (configuration not stated),1,7,-3,10,23,1,i,6,12
COc1ccc(C(C)=O)cc1CC(=O)N(Cc1ccccc1)c1ccccc1,-1,0,-13,0,10,0,i,3,-16
CC1CCCCC1NC(=O)CCNS(=O)(=O)c1ccc2c(c1)CCC(=O)N2 (configuration not stated),-3,2,-7,-8,-3,0,i,-5,-3
CNCc1ccccc1OCC(=O)Nc1ccccc1OC,-11,6,5,10,-10,-2,i,-15,-3
COc1ccc(/C=C2\SC(=S)N(CCCC(=O)Nc3ccc(O)cc3)C2=O)cc1,-4,1,-4,4,9,-2,i,3,-3
CCOC(=O)c1cnc(Nc2nc3ccccc3o2)nc1CSc1nnc(C)s1,15*,14,-3,-1,-4,-1,i,-2,12
O=C(Cn1cnc(S(=O)(=O)N2CCOCC2)c1)Nc1ccc(OC(F)(F)F)cc1,0,1,1,16,1,2,i,9,5
COc1ccc(N(C(=O)c2ccccc2)S(=O)(=O)c2cccs2)cc1,-2,9,-8,1,17,0,i,1,1
O=C1CNC(c2ccccc2)C(c2ccccc2)N1 (configuration not stated),-2,-3,3,-12,-8,-2,i,-15,5
Cc1cc(S(=O)(=O)N2CCOCC2)ccc1OCC(=O)Nc1ccc(F)cc1,-2,1,3,3,2,-4,i,2,5
O=C(NCC1CCCCC1)c1cc(Br)ccc1Cl,-13,2,4,-2,4,4,i,9,1
CC(NC(=O)c1ccc(NC(=O)CC2SC(N3CCCC3)=NC2=O)cc1)c1ccc(F)cc1 (configuration not stated),0,-3,-12,29,-7,1,i,-39,-11
COc1cc(C2Sc3ccccc3NC3=C2C(=O)OC3)cc(OC)c1OC (configuration not stated),-3,1,1,-18,-9,2,i,1,1
COc1cc(C2N(C)CCC3(OCCO3)C2(C)C)cc(OC)c1OC (configuration not stated),0,4,1,0,-12,1,i,-3,2
COc1ccccc1C(C)NC(=O)c1ccc(C)o1 (configuration not stated),-3,-4,-9,20,-6,0,i,6,-5
Cc1ccc(C)c(OCCn2cc(/C=C(\C#N)C(=O)NCC3CCCO3)c3ccccc32)c1 (configuration not stated),-7,-1,-6,0,28,3,i,-2,0
Cn1c(SCc2ccc(F)cc2)nnc1-c1cccs1,-2,-1,2,5,-5,-3,i,8,12
C[C@H](CO)NC(=O)c1[nH]cnc1C(=O)Nc1cccc(Cl)c1,-1,7,-11,1,-3,4,i,4,4
CC(C)=C(NC(=O)c1ccccc1)C(=O)Nc1ccc(C(=O)O)cc1,-1,4,-6,5,-5,-1,i,-2,-5
Cn1c(=O)oc2cc(S(=O)(=O)N3CCC(N4CCCCC4)CC3)ccc21,0,-5,4,4,-6,1,i,2,-4
O=C(Cn1ccc2ccccc2c1=O)NCCC(=O)Nc1cccnc1,-1,4,3,-18,-4,-1,i,6,17
O=C(CSC1=NCCS1)Nc1ccc(S(=O)(=O)N2CCCCCC2)cc1,-2,1,-8,-11,-101,-2,i,-12,21
COc1cc(Br)c(C(C)NC(=O)c2cccc(Br)c2)cc1OC (configuration not stated),-10,12,5,-1,11,-3,i,5,-11
COc1ccc(S(=O)(=O)Nc2cc3c4c(c2)CC(=O)N4CCC3)cc1OC,-3,0,4,12,-12,-1,i,12,1
Cc1ccc(SCC(=O)NNC(=O)CNC(=O)c2ccccc2F)cc1,-4,-4,7,10,-1,2,i,-2,-9
COc1ccc(C(=O)COC(=O)CCCN=C2NS(=O)(=O)c3ccccc32)c(OC)c1,-11,-1,-1,1,-2,5,i,-9,-2
CCc1nnc(NC(=O)c2ccc(NS(=O)(=O)c3ccccc3)cc2)s1,-5,3,0,-18,-6,-2,i,-5,-8
Cc1ccn2c(CNCCn3cccn3)c(C(=O)N3CCCCCC3)nc2c1,2,1,-5,-7,-3,2,i,4,8
CN1CCN(C(=O)c2ccc(N(C)S(=O)(=O)c3cccs3)cc2)CC1,-3,-3,0,-1,-5,-3,i,22*,-11
O=C(NCC(=O)N(c1ccc(F)cc1)C(C(=O)NCC1CCCO1)c1ccccc1)c1ccco1 (configuration not stated),0,2,1,6,1,4,i,0,11
CS(=O)(=O)n1nc(NCc2cccs2)nc1NCc1cccs1,-4,-6,0,6,-3,0,i,6,-7
CCC(C)(C)NC(=O)C(c1cccc(OC)c1OC)N(Cc1ccc(OC)cc1)C(=O)CCC(=O)Nc1cc(C)on1 (configuration not stated),-1,-6,-4,6,-4,-2,i,9,8
Cc1nc(-c2ccccc2)cn2c1nc1ccccc12,-5,-10,-5,15,-13,1,/,-23,-34
COc1cc(/C=c2\s/c(=C\C(=O)C(C)(C)C)[nH]c2=O)cc(OC)c1OC,-4,10,-9,-8,7,4,i,9,-4
CCc1n[nH]c(=S)n1/N=C/c1ccc2c(c1)OCO2,-11,/,-1,-2,-3,-1,i,4,-16
CCOc1ccccc1N(CC(=O)N(C)Cc1ccccc1)S(=O)(=O)c1ccccc1,-4,-2,-9,3,12,2,i,15,-5
CCC(C)c1ccc(NC(=O)COC(=O)CCNS(=O)(=O)c2cccs2)cc1 (configuration not stated),-1,1,26*,-11,47,4,i,-15,-7
Cc1nc(Nc2ccc(O)cc2)c2c3c(sc2n1)CCCC3,-3,-3,-1,6,8,-3,i,-10,3

# In another format: results already given
smiles	MsrA act	MT1-MMP act inh	E coli Lon inh	SKN-1 inh	FAS-TE inh	Rin1-Abl PPI inh	Neddylation inh	NRP1-CendR mod	PABP1 MLLE inh
COc1cc(/C=c2\s/c(=C\C(=O)C(C)(C)C)[nH]c2=O)cc(OC)c1OC	-4	10	-9	-8	7	4	i	9	-4
CCc1n[nH]c(=S)n1/N=C/c1ccc2c(c1)OCO2	-11	/	-1	-2	-3	-1	i	4	-16

# Carrying on:
SMILES,MsrA act,MT1-MMP act inh,E coli Lon inh,SKN-1 inh,FAS-TE inh,Rin1-Abl PPI inh,Neddylation inh,NRP1-CendR mod,PABP1 MLLE inh
COc1ccc(/C=N/NC(=O)c2cccc(OC(F)(F)C(F)F)c2)c(OC)c1OC,-2,3,-5,3,4,-2,i,8,-6
O=C1c2ccc([N+](=O)[O-])cc2C(=O)N1c1ccc(Cl)cn1,-2,-3,-13,-1,14,1,i,11,8
O=c1[nH]c(C2CCN(S(=O)(=O)c3cccc(Cl)c3)CC2)nc2c1nnn2Cc1ccccc1,-3,-2,3,18,22,0,i,0,-8
CCN(Cc1nc2ccccc2c(=O)[nH]1)C(=O)CN1C(=O)NC2(CCCCC2C)C1=O (configuration not stated),-1,0,-15,-6,-4,0,i,-16,9
COc1ccccc1N1CCN(S(=O)(=O)c2ccc(-n3cnnn3)c(C)c2)CC1,0,2,0,2,8,0,i,-7,0
Cc1c(NC(=O)CN(c2ccc(F)cc2)S(=O)(=O)c2ccccc2)c(=O)n(-c2ccccc2)n1C,-4,-2,8,9,-5,-1,i,0,3
CCOC(=O)C1=C(COC(=O)/C=C/c2cc(OC)c(OC)c(OC)c2)NC(=O)NC1C (configuration not stated),-4,7,9,-1,-6,-6,i,16,-4
O=S(=O)(Nc1ccc(C(O)(C(F)(F)F)C(F)(F)F)cc1)c1cccc2ccccc12,-2,1,-3,-9,30,-1,i,-6,-12
Cc1ccc(S(N)(=O)=O)cc1,-8,1,1,-26,-4,0,i,-7,14
CC[C@H](C)[C@H]1CNC(=O)C(=O)N1CC1CCN(CC2CCC(C)CC2)CC1 (some centres not stated),1,2,-11,-8,-9,-2,i,6,4
CC1(C)OC(=O)C(=CNc2cccc(O)c2)C(=O)O1,-2,3,-6,8,-5,-2,i,12,3
O=C(NCCc1nnc2ccc(N3CCCC3)nn12)c1ccccc1,-2,-1,19*,7,-2,1,i,16,13
COc1ccc(S(=O)(=O)Nc2nncs2)cc1,-6,-7,-2,-15,0,2,i,-5,15
Cc1ccc(NC(=O)c2nc[nH]c2C(=O)N2CCN(c3ccccc3)CC2)cc1,-2,2,-5,3,-1,-3,/,24,1
CO[C@H]1O[C@H](C)[C@@H](O)C[C@H]1NC(=O)OCc1ccccc1,-4,0,-3,-14,-6,0,i,10,-8
Cc1ccc(N(C(=O)c2csnn2)C(C(=O)NC2CCCC2)c2cccnc2)cc1 (configuration not stated),-2,-5,0,3,-3,-2,i,13,-10
CC1Cc2ccccc2N1C(=O)CN(C)CC(=O)Nc1cccc(F)c1 (configuration not stated),-5,-5,-5,-4,3,-1,i,1,2
CC1Cc2ccccc2N1C(=O)CSc1nc2ccccc2s1 (configuration not stated),-2,-1,0,10,15,2,i,1,0
C[C@H](NC(=O)COc1ccccc1)C(=O)OCC(=O)c1cc2ccccc2o1,-2,-3,-3,23,-4,-1,i,-6,-15
O=C(CCn1c(=O)oc2ccccc21)N1CCN(C(c2ccccc2)c2ccccc2)CC1,0,-8,10,7,21,2,i,1,-1
CCOC(=O)c1c(C)[nH]c(C)c1C(=O)CSc1nncs1,-1,-2,3,1,-6,-3,i,-2,-3
Cc1cc2ccccc2nc1-c1ccccc1F,-5,-3,-1,11,5,7,i,4,8

# 7 of the entries above in order of the NRP1-CendR mod value, lowest first:
SMILES	NRP1-CendR mod
C[C@H](NC(=O)COc1ccccc1)C(=O)OCC(=O)c1cc2ccccc2o1	-6
COc1ccc(S(=O)(=O)Nc2nncs2)cc1	-5
CCOC(=O)c1c(C)[nH]c(C)c1C(=O)CSc1nncs1	-2
CC1Cc2ccccc2N1C(=O)CSc1nc2ccccc2s1 (configuration not stated)	1
Cc1cc2ccccc2nc1-c1ccccc1F	4
CO[C@H]1O[C@H](C)[C@@H](O)C[C@H]1NC(=O)OCc1ccccc1	10
Cc1ccc(N(C(=O)c2csnn2)C(C(=O)NC2CCCC2)c2cccnc2)cc1 (configuration not stated)	13

# High-throughput results from PubChem BioAssay.

# Compounds were not picked by outcome. Share with any hit: about 4%.
